EBNA-1 inhibitor: EBNA-1 DNA-binding inhibitors, primary screen, biochemical, fluorescence polarization. inhibition, % at 14.8 µM. actives 0.34% (n = 300,000). AID 1950, 2009; in the data active means inhibition above about 28%
MEP2-GFP yeast: modulators of MEP2-GFP levels in yeast, primary screen, S. cerevisiae, multiplex flow cytometry, MLPCN library; S. cerevisiae MEP2-GFP strain, 3 h; 100% = DMSO control level; GFP response vs DMSO, % at 10 µM; actives 0.51% (n = 330,000); AID 2016, 2009;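 active means GFP response versus DMSO above a set limit, roughly screen mean plus 3 SD, cut at about 180% in these data; inconclusive means fewer than 70 cells counted for a yeast strain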;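 further: median GFP fluorescence of the barcode-gated MEP2-GFP cells per well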
RPL19A-GFP yeast: RPL19A-GFP expression modulators in yeast, primary screen, cell-based, S. cerevisiae, multiplex flow cytometry, MLPCN; actives 0.3% (n = 330,000); S. cerevisiae RPL19A-GFP strain, 3 h; stronger effect = lower value; AID 2025, 2009; percent response vs DMSO, % at 10 µM;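 active means percent response vs DMSO below 50%; inconclusive means fewer than 70 events counted for the yeast strain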;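 further: median channel GFP fluorescence of the barcoded RPL19A-GFP strain; ratio of sample median GFP to plate DMSO average so 100% = DMSO; lower means less RPL19A-GFP as with rapamycin TOR inhibition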
ZTA counter: counter-screen for EBNA-1 inhibitors: inhibitors of Epstein-Barr virus ZTA. actives 0.15% (n = 320,000). inhibition, % at 11 µM. ZTA-DNA binding, fluorescence polarization. AID 2234. P03206; in the data active means inhibition above about 33%
AHR act: AHR activators, primary screen, cell-based, luminescence, luciferase reporter, human; AHR-responsive luciferase reporter cells; actives 2.5% (n = 320,000); activation, % at 5 µM; AID 2796, 2010; in the data active means activation above about 47%;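 further: 0% = vehicle wells and 100% = reference agonist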
proCasp7 act: procaspase-7 activators, primary screen, counter-screen for procaspase-3 activator project, biochemical, absorbance, HTS, human | Caspase-7 (Homo sapiens), P55210 | recombinant procaspase-7, Ac-DEVD-pNA absorbance 405 nm; D23A/D198A/D206A triple mutant, cannot self-cleave; scale: DMSO 0, 5 µM enzyme 100 | activation, % at 8.5 µM | actives 0.093% (n = 330,000);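 active means percent activation above the screen-wide mean plus 3 SD, cut at about 25% in these data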
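signal = Epi-absorbance of released pNA at 405 nm, two timepoints | assay system = Uncleavable procaspase-7 mutant enzyme | reagent = Ac-DEVD-pNA substrate, 400 µM as added | times = 1 h enzyme–compound preincubation and 2 h substrate reaction, both 25 °C | benchmarks = low DMSO alone, high DMSO plus 5 µM PC-7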
procasp3 activ: activators of human procaspase-3 D3A mutant, primary screen, biochemical, absorbance, PC-3 D3A mutant, single concentration; activation, % at 8.5 µM; AID 463141, 2010; actives 0.11% (n = 330,000); Caspase-3 (Homo sapiens), P42574; recombinant procaspase-3 D3A, Ac-DEVD-pNA absorbance 405 nm;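 active means activation above the mean of all tested compounds plus 3 SD, cut at about 21% in these data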;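 further: 0% = DMSO alone and 100% = DMSO wells spiked with extra 5 µM PC-3 D3A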
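Test system: Procaspase-3 D3A mutant, all three cleavage aspartates alanine | Dosing: Single dose, 8.5 µM nominal compound, 0.8% DMSO | Schedule: 1 h preincubation, 2 h reaction | Technique: 405 nm absorbance of p-nitroaniline, reads at 0 and 120 min | Repeats: One well per compound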
LAP4-GFP MLPCN: modulators of LAP4-GFP expression in yeast, primary screen, S. cerevisiae, multiplex flow cytometry, MLPCN library; 3 h; median GFP as percent of DMSO wells; GFP response vs DMSO, % at 10 µM; actives 0.34% (n = 320,000);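 active means GFP response vs DMSO above a set limit, about the screen mean plus 3 SD, cut at about 150% in these data; inconclusive means under 70 cell events counted for the yeast strain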
Active calls of the source: *; ? = inconclusive; · = not tested or not shown; [ ] = dose if it differs, or a comment.

SMILES	EBNA-1 inhibitor	MEP2-GFP yeast	RPL19A-GFP yeast	ZTA counter	AHR act	proCasp7 act	procasp3 activ	LAP4-GFP MLPCN
CC(C)CCNC(=O)c1nn(Cc2ccccc2)c(=O)c2ccccc12	14	?	?	4	0	-10	-2	?
COc1cc(NC(=O)CSc2nc3[nH]ncc3c(=O)n2-c2ccc(Cl)cc2)cc(OC)c1	1	97	98	1	11	-1	7	91
Fc1ccc(Cn2nnnc2C(c2ccc(Cl)cc2)N2CCSCC2)cc1 (stereo not given)	-5	101	103	-3	2	0	-6	102
Cc1cc(C)cc(NC(=O)c2cccc(NC3=NC4CS(=O)(=O)CC4S3)c2)c1 (stereo not given)	-8	103	102	-9	2	7	-10	99
CNc1oc(C)nc1S(=O)(=O)c1ccccc1	8	108	97	-11	2	7	-4	97
CCOC(=O)C(=Nc1ccc(Cl)cc1)NO	8	94	97	15	-1	-3	3	118
NC(=O)N/N=C/C=C/c1ccc(F)cc1	1	99	90	-6	-2	3	-4	103
CCCn1nnc(NC(=O)c2cc(Br)ccc2OC)n1	-14	99	94	29	2	-6	-3	103
Cc1nn(-c2ccccc2)nc1C(=O)OCC(=O)N1CCC(C)CC1	·	111	99	12	1	7	9	100
Cc1cc2cc(CNC(=O)c3ccc(S(=O)(=O)N4CCCCC4)cc3)ccc2[nH]1	-11	97	98	-5	9	2	-11	100
N#Cc1c(-c2ccc(F)cc2)cc(-c2cccnc2)nc1N	23	95	100	4	55*	2	5	89
CCCn1nnc(NC(=O)c2cccc(Cl)c2)n1	-14	109	99	0	3	15	-10	100
CC(=O)N1CCN(c2nc(CC(C)C)c3c(c2C#N)CCC3)CC1	-2	94	97	7	13	-4	-3	94
CCC(=O)c1cccc2c1N=CC1=C(CC(C)(C)CC1=O)N2	10	100	96	15	0	8	-4	100
NCCS(=O)(=O)NC1CCCCC1	4	97	99	-5	-1	2	2	100
CCC(SC1=NCCS1)C(=O)Nc1nnc(-c2ccccc2OC)s1 (stereo not given)	0	100	97	9	47	-2	-14	98
CS(=O)(=O)N(Cc1ccccc1)c1ccc(C(=O)NCc2ccccc2)cc1	-4	100	101	-2	1	2	3	104
CC(=O)c1ccc(N2CCN(C(=O)c3nn(C)c4c3CS(=O)(=O)c3ccccc3-4)CC2)cc1	-2	98	100	-10	1	4	3	93
COc1cc(-c2nc(-c3cccc(C)c3)no2)cc(OC)c1OC	-14	99	92	-22	11	13	-1	99
CCC(OC(=O)c1nsc(Cl)c1Cl)C(=O)NCc1ccco1 (stereo not given)	16	100	96	-4	3	2	2	94
COc1ccc(C(=O)NCc2ccon2)cc1OC1CCN(C(C)C)CC1	-19	95	102	4	7	8	4	88
O=C(COC(=O)C1CCC1)Nc1cccc(S(=O)(=O)N2CCOCC2)c1	-9	101	99	1	-1	1	9	103
CCOC(=O)C(CC)/C(C)=N/NC(=O)c1ccccc1[N+](=O)[O-] (stereo not given)	4	96	97	5	1	4	-7	96
O=C(CCn1c(=O)c2ccccc2n(Cc2cccnc2)c1=O)NCc1ccc2c(c1)OCO2	7	103	104	-1	4	10	0	103
CCNC(=O)NC(=O)C(C)OC(=O)[C@H](C)NS(=O)(=O)c1c(C)c(C)cc(C)c1C (stereo not given in full)	-11	110	108	10	2	8	4	107
Cc1ccc(NC(=O)C2CCCN(c3ncccn3)C2)c(C)c1 (stereo not given)	-3	105	100	-8	-1	9	8	109
COc1ccc(CCN(CC(=O)NC(C)(C)C)C(=O)Cn2nnc(-c3ccc(C)o3)n2)cc1OC	10	101	93	5	1	-3	13	102
Cc1ccc(C)c(NC(=S)c2nc3ccccc3s2)c1	-1	101	108	-8	83*	-9	-10	106
Fc1ccc2cnc(-c3ccccc3)c(-c3ccc(C(F)(F)F)cc3)c2c1	·	90	95	-1	8	-7	0	91
CCOC(=O)c1c(/N=C/C2C(=O)CC(C)(C)CC2=O)sc2c1CCCC2	0	105	104	4	-1	-1	9	99
O=C(Nc1cccc(C(F)(F)F)c1)c1ccco1	-7	90	93	3	-1	-6	11	87
Cc1ccc(C(=O)Nc2ccccc2SCC2CSc3nc4ccccc4c(=O)n32)cc1 (stereo not given)	0	98	95	12	5	-10	4	102
OC[C@@H]1CCCN1Cc1nc(-c2cccs2)no1	-5	103	104	1	3	17	7	98
CCCCCN(C(=O)COC(=O)COc1c(C)cc(C)cc1C)c1c(N)n(CCCC)c(=O)[nH]c1=O	-23	105	102	4	1	-2	6	107
NS(=O)(=O)c1ccc(CCNc2ncnc3sccc23)cc1	-15	109	102	-11	-9	-10	1	104
Cn1cccc1C(=O)Nc1ccc(Cl)c(S(=O)(=O)N2CCCCC2)c1	·	107	98	·	5	-3	4	115
COc1cccc(NC(=S)NC(=O)c2c(Cl)c(C)nn2C)c1	3	109	99	9	6	-9	0	99
CCOC(=O)C1CCCN(C(=O)c2ccco2)C1 (stereo not given)	-1	114	94	-12	2	1	-1	103
COc1ccc(NC(=O)CN2CCCCC2)cc1	-4	103	96	-1	4	10	-3	101
COc1cccc(OC)c1OCCCSc1nc(C)cc(=O)[nH]1	9	100	98	3	0	-1	0	97
O=C(CCS(=O)(=O)Cc1ccccc1)NCC1CCCO1 (stereo not given)	4	104	96	8	-1	8	-2	99
COc1ccc(S(=O)(=O)N2CCOCC2)cc1NC(=O)C1CC1	·	101	91	·	-1	5	-2	95
CCOc1ccccc1OCC(=O)OCc1csc(CC(=O)Nc2ccccc2C)n1	-12	102	95	-11	5	8	-2	97
O=C(CSc1nnc(-c2ccc(S(=O)(=O)N3CCCC3)cc2)o1)NCc1ccccc1	-2	148[may fluoresce violet]	62[may fluoresce violet]	-13	-1	1	7	96[may fluoresce violet]
COc1ccc(N(C(C)=O)c2nc(C)cc(C)c2C#N)c(OC)c1	4	99	99	-2	78*	0	3	100
CCCCOc1ccc(C(=O)Nc2ccc(C)cc2[N+](=O)[O-])cc1	34*	102	101	-5	-4	-2	1	103
O=C(Nc1ccc(Cl)cc1)C1CC2CCCC(C1)C2=O (stereo not given)	12	99	98	12	1	-7	4	115
COc1ccc(S(=O)(=O)NCC(c2cccnc2)N2CCN(Cc3ccccc3)CC2)cc1 (stereo not given)	-5	99	99	-9	0	4	-4	102
COc1cccc(O)c1CN1CCCC(C(=O)c2cccc(C(F)(F)F)c2)C1 (stereo not given)	6	104	104	5	3	5	2	102
N#C/C(=C/c1ccc(-c2cc([N+](=O)[O-])ccc2Cl)o1)C(N)=O	-6	107	96	12	-1	4	8	106

Next part (2 carried over from the part before).
SMILES	EBNA-1 inhibitor	MEP2-GFP yeast	RPL19A-GFP yeast	ZTA counter	AHR act	proCasp7 act	procasp3 activ	LAP4-GFP MLPCN
COc1cccc(O)c1CN1CCCC(C(=O)c2cccc(C(F)(F)F)c2)C1 (stereo not given)	6	104	104	5	3	5	2	102
N#C/C(=C/c1ccc(-c2cc([N+](=O)[O-])ccc2Cl)o1)C(N)=O	-6	107	96	12	-1	4	8	106
CC(C)OC(=O)c1c(N)n(CCCN2CCOCC2)c2nc3ccccc3nc12	-10	97	101	-7	3	-2	-5	·
COC(=O)CCCCCN1C(=O)NC(C2CC2)C(C(=O)OCc2ccccc2)=C1C (stereo not given)	3	95	97	-26	1	8	-12	99
Cc1cccc(NS(=O)(=O)c2cc3c4c(c2)CCC(=O)N4CCC3)c1	3	93	97	-2	-2	7	1	103
O=C(/C=C/c1cccc([N+](=O)[O-])c1)N1CCN(c2ccccc2F)CC1	6	100	97	-9	0	-5	0	97
COCCCNC(=O)/C(C#N)=C/c1cc(C)[nH]c1C	-7	98	98	4	34	4	1	98
COC(=O)c1ccc(NC(=O)c2ccc3nc(C)sc3c2)cc1	-7	106	103	2	-10	6	-1	98
CCNS(=O)(=O)c1ccc(OC)c(C)c1	-9	100	98	-1	0	5	1	102
COc1cccc(-n2c(C)nn(CCOc3ccccc3)c2=O)c1	-2	95	94	-15	2	1	-2	91
CCCNC(=O)CSCc1nc(-c2ccc(SC)cc2)oc1C	1	90	98	-3	-10	2	1	94
Cc1ccc(NC(=O)N2CCCCCC2)cc1	-3	103	100	1	5	-5	-6	106
Cc1cccc(N2C(=O)C3C4C=CC(CC4)C3C2=O)c1 (stereo not given)	17	103	107	14	-1	10	-5	100
CCCC(CCC(=O)Nc1ccc(C(=O)OCC)cc1)C(=O)O (stereo not given)	6	105	103	5	0	-3	7	102
Cn1c(CC(=O)c2ccc(Br)cc2)[n+](C)c2ccccc21	-1	103	99	-16	18	6	3	97
CCOc1ccc(CN2C(=O)c3ccccc3C2=O)cc1C(=O)NC1CC(C)(C)NC(C)(C)C1	·	96	94	7	-1	4	6	95
O=C(CSc1ccc2ccccc2n1)c1ccc2c(c1)OCO2	0	100	102	4	103*	-4	1	103
CC1=C(C(=O)OCC2CCCO2)C(c2cccc(O)c2)NC(=O)N1 (stereo not given)	-2	109	102	6	0	-4	2	100
CN(C)c1ccc(/C=C/C(=O)c2ccc3c(c2)OCO3)cc1	·	96	94	11	2	-36	-31	109
CCOC(=O)c1c(NC(=O)CSc2nnc(-c3cccnc3)o2)sc(C(C)=O)c1C	1	101	98	0	3	14	8	109
COc1ccccc1-n1c(SCC(=O)NC(C)(C)C)nc(O)cc1=O	0	108	101	-1	-1	3	3	100
O=C(CCn1c(=O)[nH]c2ccsc2c1=O)NCCc1ccc(Cl)cc1	-18	91	91	-17	-11	4	-9	89
O=C1CCC(=O)N1c1ccc(CSc2nc3ccccc3[nH]2)cc1	0	95	93	-2	7	-28	-5	94
CCc1ccccc1NS(=O)(=O)c1ccc2[nH]cc(C(=O)NC3CCCC3)c(=O)c2c1	7	103	102	7	24	7	1	102
CCOC(=O)CN(C)C(=O)CCc1nnc(-c2ccc(-c3ccccc3)cc2)o1	1	102	100	2	-9	-5	7	98
Cc1ccc(C(CC(=O)N2CCCC2)c2ccccc2)c(O)c1C (stereo not given)	-3	110	99	-10	-1	0	7	104
Cn1c(NC(=O)CCC2CCCCC2)cc(=O)n(C)c1=O	-4	99	97	2	41	-4	-5	105
CCOCCCNC(=O)C(c1ccc(OC)cc1)N(Cc1ccc2c(c1)OCO2)C(=O)c1cnccn1 (stereo not given)	-10	100	95	-11	2	-7	8	96

Some entries already given, reduced to procasp3 activ:
SMILES | procasp3 activ
Cc1ccc(NC(=O)N2CCCCCC2)cc1 | -6
Cc1cccc(N2C(=O)C3C4C=CC(CC4)C3C2=O)c1 (stereo not given) | -5
CCCC(CCC(=O)Nc1ccc(C(=O)OCC)cc1)C(=O)O (stereo not given) | 7
Cn1c(CC(=O)c2ccc(Br)cc2)[n+](C)c2ccccc21 | 3
CCOc1ccc(CN2C(=O)c3ccccc3C2=O)cc1C(=O)NC1CC(C)(C)NC(C)(C)C1 | 6

Bioassay records as filed in PubChem BioAssay.
